# HTRA1 inh: blocks human HTRA1 serine peptidase | inhibition, % at 5.96 µM | Q92743 | AID 504803 | recombinant HTRA1, FP-rhodamine activity-based probe, fluorescence polarization | 0.5% of 340,000 active; in the data active = inhibition above about 36%;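 note: 0% = enzyme with DMSO and 100% = wells lacking enzyme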
# rCAG RNA binder: binds r(CAG) RNA repeats | r(CAG) RNA repeat, TO-PRO-1 dye displacement fluorescence | inhibition, % at 3 µM | 1.3% of 370,000 active;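 active = inhibition above the plate cutoff, the mean of all test compounds on that plate plus 3 SD, cut at about 35% in these data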;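 note: 0% = DMSO alone and 100% = 100 µM mitoxantrone as full dye displacement; higher means more dye released from RNA so lower well fluorescence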
# LEDGF integ inh: blocks HIV-1 LEDGF/p75-dependent DNA integration; TR-FRET IN-LEDGF/p75 DNA integration, Eu/Cy5; inhibition, % at 3.7 µM; 0.64% of 370,000 active;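 active = inhibition above the screen-wide mean plus 3 SD, cut at about 13% in these data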;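 note: signal is the Cy5 over europium emission ratio at 671 and 618 nm; 0% = plate median of compound wells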
# SIAE primary: human SIAE inhibition, primary screen | Q9HAT2 | SIAE FP-Rh probe binding, fluorescence polarization | inhibition, % at 9.66 µM | 0.69% of 370,000 active | AID 1053197;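 active = inhibition above a cutoff: mean of compounds within the control limits plus 3 SD of those, cut at about 17% in these data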;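 note: 0% = plate median of compound wells and 100% = probe without SIAE protein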
# Target sequence (Q9HAT2 whole entry, looked up): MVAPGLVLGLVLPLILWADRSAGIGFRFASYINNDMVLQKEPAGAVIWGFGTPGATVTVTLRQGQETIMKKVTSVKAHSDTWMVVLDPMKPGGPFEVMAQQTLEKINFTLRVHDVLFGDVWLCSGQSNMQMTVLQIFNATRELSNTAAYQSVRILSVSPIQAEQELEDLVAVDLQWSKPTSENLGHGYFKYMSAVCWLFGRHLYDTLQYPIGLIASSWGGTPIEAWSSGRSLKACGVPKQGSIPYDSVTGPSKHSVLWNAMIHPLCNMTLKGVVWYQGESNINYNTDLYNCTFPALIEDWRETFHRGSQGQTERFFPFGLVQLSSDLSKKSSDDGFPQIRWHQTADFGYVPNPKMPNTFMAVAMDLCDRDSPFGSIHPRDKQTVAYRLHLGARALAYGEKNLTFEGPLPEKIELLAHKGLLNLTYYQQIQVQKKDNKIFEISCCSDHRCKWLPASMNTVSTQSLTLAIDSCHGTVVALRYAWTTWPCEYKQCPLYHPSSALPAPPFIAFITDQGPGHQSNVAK
# TCR-CD3 inh: inhibitors of human TCR-CD3 interaction; TAMRA-labeled TCR probe fluorescence, biochemical; inhibition, % at 9.4 µM; 0.37% of 360,000 active; in the data active = inhibition above about 19%;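 note: recombinant mutant TCR 2C K166C tagged with TAMRA read by polarization; 0% = receptor in buffer alone and 100% = receptor with positive control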
# MBD2 inh: MBD2-methylated oligo binding inhibition; Q9UBB5; TR-FRET, MBD2 binding to methylated oligonucleotide; inhibition, % at 4.4 µM; 0.31% of 370,000 active; AID 686964; in the data active = inhibition above about 13%
# ABHD4 inh: inhibitors of mouse ABHD4; Q8VD66; purified mABHD4, FP-Rh probe fluorescence polarization; inhibition, % at 8.92 µM; 0.54% of 370,000 active; AID 720543;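 active = inhibition exceeding the mean over every tested compound plus 3 SD, cut at about 30% in these data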;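 note: 0% = plate median of compound wells and 100% = S159A mutant with DMSO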
#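 Assay system: wild-type mouse ABHD4 protein; compound: single nominal dose of 8.92 µM, 0.89% DMSO final; schedule: 45 min + 60 min at 25 °C; measured by: FP readout, ex 525 nm / em 598 nm; evaluation: % inhibition of FP-Rh probe binding versus controls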
# NPR2 activator: GC-B (human) receptor activation; P20594; HEK293-GC-B cells, CNP EC30, cGMP TR-FRET; 0% at EC30 CNP, 100% saturating CNP; activation, % at 10 µM; 0.11% of 370,000 active;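 active = activation at 10 µM reaching about 35% in either raw or pattern-adjusted values, limit read from the data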
# PRMT1 FP inh: inhibitors of human PRMT1 | Q99873 | recombinant PRMT1, activity-based probe fluorescence polarization | inhibition, % at 2.79 µM | 1.3% of 370,000 active;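 active = inhibition above about 21% made by adding two undisclosed values, limit read from the data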
# Target sequence (Q99873 whole entry, looked up): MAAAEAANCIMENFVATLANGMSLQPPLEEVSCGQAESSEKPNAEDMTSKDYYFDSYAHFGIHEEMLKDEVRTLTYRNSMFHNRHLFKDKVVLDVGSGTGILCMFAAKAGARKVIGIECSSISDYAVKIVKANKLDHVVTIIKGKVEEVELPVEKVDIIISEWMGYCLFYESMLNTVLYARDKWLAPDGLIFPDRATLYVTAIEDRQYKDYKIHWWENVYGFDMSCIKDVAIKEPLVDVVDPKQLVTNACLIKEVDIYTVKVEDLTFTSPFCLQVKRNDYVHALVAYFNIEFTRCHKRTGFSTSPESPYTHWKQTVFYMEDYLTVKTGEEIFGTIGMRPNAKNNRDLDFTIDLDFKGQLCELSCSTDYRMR
# TDP2 inh: TDP2 (human) inhibition, absorbance primary screen. recombinant TDP2, T5PNP hydrolysis, p-nitrophenol absorbance 415 nm. inhibition, % at 12.8 µM. 0.34% of 370,000 active;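 active = inhibition above the mean of all tested compounds plus 3 SD, set per campaign, cut at about 25% in these data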;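 note: 0% = DMSO with enzyme and 100% = buffer with substrate but no TDP2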
#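 Test system: Human TDP2 enzyme | Reagent: 5 mM T5PNP | Compound dosing: 12.8 µM single point, 1% DMSO | Incubation: Enzyme reaction with compound for 2 h at 37 °C | Technique: p-Nitrophenol epi absorbance | Read-out: % inhibition relative to enzyme-containing and enzyme-free wells | Benchmarks: High control without enzyme, low control DMSO plus TDP2 | Replicates: Singlicate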
# Numbers without * were called inactive; x = not tested or not shown. Some of the compounds tested; count on the stated rates, not on these rows.
# Second line of a record: HTRA1 inh	rCAG RNA binder	LEDGF integ inh	SIAE primary	TCR-CD3 inh	MBD2 inh	ABHD4 inh	NPR2 activator	PRMT1 FP inh	TDP2 inh
CCN(Cc1ccccc1)C(=O)Cn1c(=O)n(CC(=O)NCc2ccco2)c(=O)c2sccc21
→ -3	3	-1	7	-4	3	1	9	0	8
N#Cc1cccc(NC(=O)c2cc(C3CCCCN3C(=O)c3cccs3)on2)c1 (stereo unspecified)
→ x	2	1	-3	-1	-1	0	2	0	2
COc1ccc(Cl)cc1NC(=O)CN1CCC(n2nnc3ccccc32)CC1
→ -5	0	-2	-10	-5	3	4	0	-1	3
CCN1C(=O)/C(=C/c2ccc(C)o2)N(C)C1=S
→ -5	6	-5	0	-6	4	6	3	45*	-12
COc1ccc(OCC(=O)N2CCN(C(=O)c3ccco3)CC2)cc1
→ -2	8	4	2	6	-1	-1	6	1	-9
CN(C)C(=O)c1cnc(Sc2ncc(C(F)(F)F)cc2Cl)n1C
→ 1	0	-2	-2	0	-1	-4	4	-3	2
CC(=O)c1ccc(-c2ccc(C(=O)NCC(c3ccc(F)cc3)N3CCOCC3)o2)cc1 (stereo unspecified)
→ -5	-1	0	-2	-6	-2	-3	0	2	-3
COc1ccc2cc(-c3ccn[nH]3)ccc2c1
→ -4	2	8	0	-2	-7	-4	0	-6	-7
O=C(NN1CCOCC1)c1sc2cccc(F)c2c1Cl
→ 7	2	-3	-1	-1	4	7	0	2	-13
COc1ccc(CCNc2nc(-c3ccncc3)cs2)cc1OC
→ 1	-7	6	2	0	-2	3	-5	11	-10
CCOC(=O)N1CCN(c2nc(-c3ccc(Cl)cc3)cs2)CC1
→ -14	-3	0	9	5	10	-4	-1	0	-5
COc1ccccc1-n1cnc2cc(NC(C)=O)ccc21
→ 1	-3	3	1	-1	-5	1	2	-4	1
CCOC(=O)C1(C)Oc2cccnc2NC1=O (stereo unspecified)
→ -4	1	-3	-4	-4	-4	4	-2	-1	11
CN(Cc1ccccc1Cl)C(=O)C1CCC(=O)N(C2CCCCCC2)C1 (stereo unspecified)
→ -2	-8	3	-6	4	0	0	-3	-1	-5
O=C(NCc1ccco1)c1cc2sccc2n1Cc1ccccc1
→ -30	34	-1	-4	-5	0	-16	-7	4	8
COc1ccc(OCC(=O)Nc2ccc3oc(=O)ccc3c2)cc1
→ -4	2	0	-6	5	-1	-2	2	-1	10
Cc1ccc(NC(=O)CCN2CCC(C(N)=O)CC2)cc1
→ 3	-1	0	8	0	-3	-5	0	-6	6
O=C(Nc1ccc2oc(-c3ccncc3)nc2c1)c1ccc2c(c1)OCO2
→ -3	3	3	-4	3	1	5	-3	-4	-6
CCc1ccccc1NC(=O)Cn1nnc(C(=O)NCc2cccc(OC)c2)c1N
→ -2	-2	-3	4	1	2	-5	1	7	-7
NC(c1ccccc1)c1csc(Nc2ccc(S(N)(=O)=O)cc2)n1 (stereo unspecified)
→ x	2	1	3	0	4	3	-5	1	8

# Single values from the list:
# Result of CCOC(=O)C1(C)Oc2cccnc2NC1=O (stereo unspecified) under SIAE primary: -4
# Result of COc1ccc2cc(-c3ccn[nH]3)ccc2c1 under LEDGF integ inh: 8
# Result of O=C(NN1CCOCC1)c1sc2cccc(F)c2c1Cl under HTRA1 inh: 7

# Continued.
# Second line of a record: HTRA1 inh	rCAG RNA binder	LEDGF integ inh	SIAE primary	TCR-CD3 inh	MBD2 inh	ABHD4 inh	NPR2 activator	PRMT1 FP inh	TDP2 inh
COc1ccc2cc(C=NS(=O)(=O)c3ccc(C)cc3)n(C)c2c1
→ -7	-1	-2	-3	4	-7	4	-7	-1	7
N#Cc1c(NC(=O)C(=O)NCCCN2CCOCC2)sc2c1CCC2
→ 4	0	-2	8	-7	-5	2	-2	5	13
Cc1ccccc1-n1c(O)c(C=NC2CCS(=O)(=O)C2)c2ccccc2c1=O (stereo unspecified)
→ 1	-2	0	9	0	1	-4	-5	0	4
CC(C)c1ccc(C(=O)COC(=O)C(O)c2ccccc2)cc1 (stereo unspecified)
→ -6	-1	0	-2	1	-8	-2	1	0	0
C[C@@H]1CCCCCCCCCCC1=O
→ 6	-1	1	2	-7	-1	1	3	0	7
COc1ccc(S(=O)(=O)N2CCCCCC2)cc1NC(=O)CCc1cc(OC)c(OC)c(OC)c1
→ -1	1	2	-8	-2	3	2	1	-3	-8
CC(NC(=O)CSc1n[nH]c(=O)[nH]c1=O)C1CC2CCC1C2 (stereo unspecified)
→ 4	1	-1	-7	3	0	2	3	0	-10
Cc1ccc(NC(=O)c2c(F)cccc2Cl)cc1S(=O)(=O)N1CCOCC1
→ 6	6	-3	-9	3	1	2	6	-2	-2
CCOc1cc(/C=C2/NC(=S)NC2=O)ccc1OCc1ccc([N+](=O)[O-])cc1
→ -5	6	2	2	-2	-1	-19	-10	-2	-6
CCN(Cc1nc2cc(OC)c(OC)cc2c(=O)[nH]1)C(=O)c1ccc(S(=O)(=O)N(C)C)cc1
→ -5	-1	1	5	3	-2	1	-4	0	1
Cc1cccc(-n2c(SCC(=O)N3CC(=O)Nc4ccccc43)nc3ccccc3c2=O)c1
→ -26	7	-10	-10	1	3	-7	-7	1	-12
S=C(Nc1cc(Cl)cc(Cl)c1)N1CCCC1
→ -5	2	5	1	-6	-4	-1	0	-6	-20
CC(=O)NCCc1c[nH]c2ccc(OCC(O)CNC(C)(C)C)cc12 (stereo unspecified)
→ 3	-1	3	1	1	0	2	2	0	5
COc1ccc(/C=C/C(=O)NC(=S)N2CCN(c3ccccn3)CC2)cc1
→ x	3	-4	-1	-5	0	2	1	3	-5
O=C1c2ccccc2C(Nc2ccc(S(=O)(=O)N3CCOCC3)cc2)N1Cc1ccco1 (stereo unspecified)
→ -2	4	-4	3	-2	0	5	-5	5	-5
S=C(NCc1ccccc1)N1CCN(Cc2ccc3c(c2)OCO3)CC1
→ 5	-8	-3	-6	4	5	-1	1	1	1
Cc1cccc(NC(=O)c2ccc(OC3CSC3)cc2)c1
→ -20	-1	-2	-1	6	5	-9	0	-2	4
Cn1c(C(=O)NCCN2CCc3ccccc3C2)cc2c(=O)[nH]c3ccccc3c21
→ -3	4	2	1	1	2	0	-11	-4	3
CN1CCC(N2CCN(C3CN(CCc4ccccc4)S(=O)(=O)C3)CC2)CC1 (stereo unspecified)
→ x	3	2	-7	6	-5	4	-1	-5	-2
Nc1nc(SCC(=O)Nc2ccccc2Sc2ccc(Cl)cc2)n[nH]1
→ -2	5	-5	1	-4	0	-11	1	4	-11
O=C(Nc1cccc2ccccc12)OC[C@@H]1CSCCS(=O)(=O)N1
→ x	2	2	-3	2	0	-5	1	0	-5
O=C(CSc1nnc(CNc2ccc(F)cc2)o1)N1c2ccccc2Sc2ccccc21
→ -21	9	4	-1	4	-1	-18	-3	-3	1
Cc1ccc(S(=O)(=O)N/N=C/c2ccc(O)c(O)c2)cc1[N+](=O)[O-]
→ 21	6	-5	9	7	2	40*	4	0	-13
COCCNC(=O)C1(C)CCN(C(=O)c2cc(C)n(C(C)(C)C)n2)C1 (stereo unspecified)
→ x	0	0	0	2	3	2	0	-1	-7
CCOC(=O)Cn1c(S(=O)(=O)Cc2ccc(F)cc2)nc(-c2ccccc2)c1-c1ccccc1
→ -16	3	3	-4	8	-2	-15	-11	0	-6
S=C(Nc1cccc(Cl)c1Cl)N1CCCC1
→ -4	3	7	9	-2	-6	-5	-1	-3	-10
CCOC(=O)CN(C(=O)CSc1nnc(-c2cccc(OC)c2)o1)c1ccc(F)cc1
→ -11	-9	-5	-10	4	0	-7	-3	-1	-7
COc1ccc2[nH]c3c(c2c1)CCN[C@]31C(=O)N(Cc2cn(Cc3ccccc3)nn2)c2ccccc21
→ x	9	6	5	x	7	-10	-1	0	-9
COCCCNCCOCCOc1ccc(Cl)cc1Br
→ 0	1	0	5	9	1	15	-4	-5	6
Cc1cccc2cc3ccccc3nc12
→ 0	-2	-1	-4	-4	3	1	-4	4	6
CC(C)C[C@@H]1CN(CCCC[C@H]2CNC(=O)C(=O)N2CCC2CCCCC2)C(=O)C(=O)N1CCC1CCCCC1
→ x	2	-2	1	-4	1	20	-5	3	7
O=C1CCCC(O)=C1C=Nc1ccc2c(c1)oc1ccccc12
→ -3	2	-4	8	-2	2	3	2	2	2
COc1ccc(CN(CC(=O)NCc2ccc(F)cc2)C(=O)CCC(=O)Nc2cc(C)ccn2)cc1
→ -7	-2	-7	-1	-12	5	-1	7	0	-7
CSc1nc(S(=O)(=O)c2ccc(C)cc2)c(N2CCOCC2)s1
→ 2	5	0	4	-3	-5	-4	-3	-6	-8
COc1ccccc1N1CCN(C(=O)c2cc(=O)c3c(C)cc(C)cc3o2)CC1
→ 7	-4	-6	9	0	6	-6	1	-2	2
COc1cc2c(cc1OC)CN(CC(=O)Nc1ccc(F)cc1F)CC2
→ 0	-5	-1	-3	2	-2	4	0	2	5
O=C1C=C(c2ccc3c(c2)oc2ccccc23)C[C@@H](c2ccc3c(c2)OCO3)C1
→ -2	10	0	-7	-4	5	-14	10	5	-6
COc1ccc(-n2nnc3c(=O)n(CC(=O)Nc4ccc5c(c4)OCCO5)cnc32)cc1OC
→ 0	-1	-1	-25	-9	4	3	-8	1	0
CN(C)CCCNC(=O)c1cc(Br)ccc1O
→ x	-1	2	-3	-5	3	5	4	-3	2
COc1ccccc1C(=O)N/C(=N/c1nc(C)cc(C)n1)Nc1ccccc1
→ -20	-1	-2	-6	0	3	-3	3	2	3
O=C(Nc1ccc(F)cc1F)c1cc(-c2ccco2)on1
→ -14	3	1	-42	-11	-3	-25	2	2	-4
COc1cc(NC(C)=O)c2ncccc2c1NC(C)=O
→ 2	-1	-2	2	2	-1	1	4	-1	-9
O=C(CN1CCN(c2ccccn2)CC1)N1CCc2ccccc21
→ 2	-5	-1	4	1	-5	-5	1	1	10
COc1ccc(N2C(=O)c3ccccc3NC23CCCC3)cc1
→ -2	1	-4	0	0	-4	-5	3	-6	-10
Clc1ccc(COc2cccc(CNCc3ccncc3)c2)cc1
→ -5	-6	-1	4	-6	-2	2	0	6	6
CC1CCC/C(=N\NC(=O)COc2ccccc2Cl)C1 (stereo unspecified)
→ 1	2	-4	6	3	-1	-2	0	0	-4
Cc1cc(C)c2sc(NC(=O)c3ccc(N4C(=O)CCC4=O)cc3)nc2c1
→ -5	16	2	2	-1	2	-3	-7	-3	-5
Cc1nc2nc(-c3ccc(Cl)cc3)cn2nc1C
→ 0	5	1	4	-4	0	-1	-2	2	4
COc1ccc(S(=O)(=O)N2CCN(C(=O)Cc3ccsc3)CC2)cc1
→ 6	1	-1	3	1	-2	0	1	-1	9
O=C1CCCc2sccc2N1
→ 6	-1	-1	10	2	1	0	1	1	9
Cc1ccc(NC(=O)CN(C)S(=O)(=O)c2ccc(Cl)s2)c(O)c1
→ 9	3	9	2	2	-4	-2	5	-3	-7
